Screening data from PubChem BioAssay.
H9c2 TAG inh – triacylglycerol accumulation inhibition | H9c2 cells, Nile Red lipid (TAG) fluorescence; cells loaded with 200 µM oleic acid | inhibition, % at 12.5 µM | 230,000 compounds, 0.66% hits | AID 651582;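 active = pattern-corrected inhibition of lipid staining of at least 50% with the nuclear-stain viability signal not falling by more than 50%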;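 also: 0% = DMSO wells and 100% = triacsin C control wells; some results filed as inactive read as strong as hits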
H9c2 TAG inh DAPI viability – further read-out of H9c2 TAG inh, marked with its call; DAPI nuclei signal change (viability), lower = more cytotoxic, %;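 whole-well DAPI fluorescence read on a plate reader as a viability signal; minus 50 percent equals half of cells still viable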
Numbers without * were called inactive. Some of the compounds tested; count on the stated rates, not on these rows.

canonical_smiles	H9c2 TAG inh	H9c2 TAG inh DAPI viability
O=C1[C@@H](Oc2ccccc2)[C@@H](c2ccccc2)N1c1ccccc1	-8	12
COc1cc(/C=N/NC(=O)C(=O)NCC2CCCO2)cc(Cl)c1O (configuration not stated)	7	-1
C/C(=N/NC(=O)CNC(=O)c1ccncc1)c1ccc(Cl)cc1	4	-7
CC(C)CC1Nc2ncnc(N3CCN(c4ccccc4)CC3)c2N(Cc2ccccc2)C1=O (configuration not stated)	30	-6
CCc1nnc(NC(=O)[C@@H](NC(=O)c2ccc(OC)cc2)C(C)C)s1	-12	12
COCCCC1CCN(Cc2cn[nH]c2-c2cc(OC)c(OC)c(OC)c2)CC1	-8	-3
COC(=O)c1cc2c(-c3ccccc3)c(C)c3ccccn3c-2c1C(=O)OC	-16	1
CN(C(=O)COC(=O)CNC(=O)c1ccccc1F)C1CCCCC1	-9	6

(list continues)
canonical_smiles	H9c2 TAG inh	H9c2 TAG inh DAPI viability
O=C(CC(c1ccccc1)c1ccccc1)NCC1CCCO1 (configuration not stated)	-6	-10
COc1ccccc1-n1nnnc1SCC(=O)Nc1cc(C)on1	8	-3
Cc1cc([N+](=O)[O-])ccc1NCc1ccccc1[N+](=O)[O-]	7	-13
CN(C(=O)c1ccccc1-c1ncc[nH]1)C1CCCN(Cc2ccccc2F)C1 (configuration not stated)	1	8
O=c1cc(-c2ccsc2)oc2ccc(-c3ccc4cc[nH]c4c3)cc12	-17	8
C/C(=N\NC(=O)c1cc2c(s1)CCC(C)C2)c1cccnc1 (configuration not stated)	1	21
CCn1ccnc1CN1CCN(CC(C)C)C(CCO)C1 (configuration not stated)	9	-6
Cc1ccc(CN2CCNC(=O)C2CC(=O)N(C)C2CCCCC2)cc1 (configuration not stated)	-2	3

(next part)
canonical_smiles	H9c2 TAG inh	H9c2 TAG inh DAPI viability
O=C(CN1C(=O)C2CCCCN2C(=O)c2ccccc21)Nc1ccc(F)cc1 (configuration not stated)	5	4
CCOc1ncccc1C(=O)Nc1ccc(C)cn1	8	-4
CN(C)C(=O)CSc1ccc(S(=O)(=O)N2CCCC2)cn1	-5	-2
CC(=O)Nc1ccc(C(=O)OCC(=O)NC(=O)NC(C)(C)C)cc1	-7	-4
CN(CC(=O)N1CCN(c2ccccn2)CC1)S(=O)(=O)c1ccccc1	-24	12
NS(=O)(=O)c1cccc(NC(=O)COC(=O)Cc2n[nH]c(=O)c3ccccc23)c1	-31	1
CC(=O)Oc1ccc(C(=O)OCC(=O)c2c(N)n(C)c(=O)n(C)c2=O)cc1OC(C)=O	-5	-5
COc1ccc(CCNC(=O)c2n[nH]c(=O)c3ccccc23)cc1	-6	-3

More results follow:
canonical_smiles	H9c2 TAG inh	H9c2 TAG inh DAPI viability
COc1cc(NS(=O)(=O)c2c(C)oc3c(F)c(F)c(F)c(F)c23)cc(OC)c1OC	14	5
COc1ccc(OC)c2[nH]c(=O)c(CCNC(=O)c3ccc(S(=O)(=O)N4CCCCC4)cc3)cc12	5	10
O=C1CC(C(=O)N2CCC(N3CCC(C(=O)NC4CC4)CC3)CC2)c2ccccc21 (configuration not stated)	-2	0
CCC1(c2ccccc2)NC(=O)N(C)C1=O (configuration not stated)	-4	-4
Cc1ccc(/C=C/S(=O)(=O)NCC(=O)OCC(=O)N2CC(=O)Nc3ccccc32)cc1	3	0
CN(C)NC(=O)c1ccsc1NC(=O)c1ccc(S(=O)(=O)N(C)C)cc1	0	-2
COc1ccc(S(=O)(=O)N2CCc3ccccc32)cc1C(=O)OCc1c(C)noc1C	-11	4
CC(C)CCN(C(=O)c1ccccn1)c1c(N)n(Cc2ccccc2)c(=O)[nH]c1=O	-9	2

Next section:
canonical_smiles	H9c2 TAG inh	H9c2 TAG inh DAPI viability
COc1ccc(OC)c(C(=O)NC(CC(N)=O)c2ccc(N3CCC(N4CCCC4)CC3)c([N+](=O)[O-])c2)c1 (configuration not stated)	4	18
CC(C)(C)C(=O)/C(C#N)=C/c1cccs1	15	-7
c1ccc(-n2nnnc2-n2nnc3ccccc32)cc1	-8	1
CC(=O)Nc1cc(-c2cccc(C(=O)NCCN(C)C)c2)cn2c(-c3ccc(C(C)=O)cc3)cnc12	8	20
Cc1ccc2c(c1)NC(=O)C(CC(=O)NCc1ccc(F)cc1)O2 (configuration not stated)	1	10
Cc1cc2c(=O)oc(-c3ccc(F)cc3)nc2s1	-12	1
CCN(CC(=O)Nc1c(F)cccc1F)C(=O)c1ccc(=O)n(C)n1	14	15
Cc1cc(C(=O)C[N+]2(C)CCOCC2)c(C)n1-c1ccc(Br)cc1	-12	3

The closing two entries of the section before are carried over, then new ones follow.
canonical_smiles	H9c2 TAG inh	H9c2 TAG inh DAPI viability
CCN(CC(=O)Nc1c(F)cccc1F)C(=O)c1ccc(=O)n(C)n1	14	15
Cc1cc(C(=O)C[N+]2(C)CCOCC2)c(C)n1-c1ccc(Br)cc1	-12	3
COc1ccc(N2CCN(C(=O)CSc3nnc4c(C)cc5c(C)cc(C)cc5n34)CC2)cc1	-6	-17
Cc1nnc(NC(=O)CSc2nc(CC(C)C)nc3c2c(=O)n(C)c(=O)n3C)s1	-11	0
Cc1cc(C(O)c2ncc(-c3ccccc3)[nH]2)ccc1F (configuration not stated)	-1	-10
COc1ccc(CC(=O)Nc2ccc(S(=O)(=O)N(C)C3CCN(C)CC3)cc2)cc1	19	6
COc1ccc(N(Cc2ccccc2)S(=O)(=O)c2cccc(C(=O)NCC3CCCO3)c2)cc1 (configuration not stated)	5	-5
CC1=NN(C(=O)c2ccc(Cn3cc(Br)c([N+](=O)[O-])n3)o2)C(O)(C(F)(F)F)C1 (configuration not stated)	-2	2
N#CNC(=Nc1cccc(C(F)(F)F)c1)SCc1ccc(C(=O)O)cc1	-1	5
COc1ccc(NC(=O)C2(C)Cc3c(-c4cccc(C(F)(F)F)c4)ccnc3O2)cc1OC (configuration not stated)	4	1

Full records, quoted from the list. Order of values: H9c2 TAG inh | H9c2 TAG inh DAPI viability
Cc1nnc(NC(=O)CSc2nc(CC(C)C)nc3c2c(=O)n(C)c(=O)n3C)s1 in the list: -11 | 0
COc1ccc(NC(=O)C2(C)Cc3c(-c4cccc(C(F)(F)F)c4)ccnc3O2)cc1OC (configuration not stated) in the list: 4 | 1
COc1ccc(N2CCN(C(=O)CSc3nnc4c(C)cc5c(C)cc(C)cc5n34)CC2)cc1 in the list: -6 | -17

The list continues:
canonical_smiles	H9c2 TAG inh	H9c2 TAG inh DAPI viability
CCCCN1C[C@H](CSC)[C@@H](CC(=O)NC)C1=O	-15	2
O=C(CSC1=Nc2ccccc2C2=NC(CC(=O)NC3CCCCC3)C(=O)N12)NCc1ccco1 (configuration not stated)	6	-8
O=C(CSc1nc2ccccc2n1Cc1ccc(Cl)cc1)N/N=C/c1ccccc1C(=O)O	-19	7
O=C(C[C@H]1C/C=C\CCC(=O)OC[C@H]2CCCN2C1=O)NCCO	-23	-4
CCCC/C(C)=N\NC(=O)CNS(=O)(=O)c1ccc([N+](=O)[O-])cc1	15	0
Nc1cccc(S(=O)(=O)Nc2ccc(Br)cc2)c1	-6	8
CCCCOC(=O)Cn1c(=O)n(CC(=O)OCCCC)c2cc(C)ccc21	5	-5
COc1ccc(-c2nc3c(=O)n(C)c(=O)[nH]c3n2CCc2ccccc2)cc1	6	3

(continued)
canonical_smiles	H9c2 TAG inh	H9c2 TAG inh DAPI viability
COc1ccc(N2C(=O)CCC(C(=O)Nc3ccccn3)C2c2ccc(OC)c(OC)c2)cc1 (configuration not stated)	6	2
CN(CC(=O)Nc1cccc(S(=O)(=O)NC2=NCCC2)c1)Cc1ccccc1Cl	1	-10
Cc1cc(NC(=O)C(C)SCC(=O)OC(C)C(=O)Nc2cccc(C#N)c2)no1 (configuration not stated)	0	0
O=C(SCc1c(O)c2ccccc2oc1=O)c1ccccc1	-7	14
O=C(CSc1ccccc1)NCC1(N2CCCCC2)CCCCC1	12	6
Nc1ccc2c(c1)C1(CCC2)NC(=O)NC1=O (configuration not stated)	-1	-7
Cc1ccc(-c2nnn(CC(=O)N(CC3CCCO3)C(C(=O)NC3CCCC3)c3ccc(F)cc3)n2)o1 (configuration not stated)	43	2
CCc1cccc2c(=O)c(C(=O)N3CCOCC3)c[nH]c12	-10	8

(list continues)
canonical_smiles	H9c2 TAG inh	H9c2 TAG inh DAPI viability
Cc1cc(C)n2nc(C(=O)Nc3c(C)nn(Cc4ccc(F)cc4)c3C)cc2n1	-10	2
CS(=O)(=O)N(CC(=O)N1CCC(C(N)=O)CC1)c1ccc(Oc2ccccc2)cc1	-9	-2
COC(=O)c1ccc(-c2ccc(/C=N/NC(=O)CC3(C)OCCCO3)o2)cc1	4	40
Cc1ccc([C@H]2C[C@H](n3cc(COC(=O)c4ccccc4)nn3)[C@@H](O)CN2Cc2cccs2)cc1	-11	4
C/C(=N\N)c1c(-c2ccccc2)c2cc(C)ccc2[nH]c1=O	-2	5
COc1ccc(Nc2nc3cc(-c4ccccc4C)sc3c(=O)n2C)cc1OC	-8	4
CC1CCc2[nH]c3ccc(C(=O)N(C)CC(=O)Nc4ccccc4Cl)cc3c2C1 (configuration not stated)	-31	-2
CCN(c1ccccc1)S(=O)(=O)c1cccc(C(=O)NCCOc2ccccc2OC)c1	-12	-6

Filtered by structure: the entries above containing a COOH group
canonical_smiles	H9c2 TAG inh	H9c2 TAG inh DAPI viability
N#CNC(=Nc1cccc(C(F)(F)F)c1)SCc1ccc(C(=O)O)cc1	-1	5
O=C(CSc1nc2ccccc2n1Cc1ccc(Cl)cc1)N/N=C/c1ccccc1C(=O)O	-19	7

Next section:
canonical_smiles	H9c2 TAG inh	H9c2 TAG inh DAPI viability
Cc1ccc(C(=O)CCCn2nnc(-c3cccnc3)n2)cc1C	-13	4
O=C(COc1ccc(F)cc1)N1CCC(Cc2ccccc2)CC1	5	0
CCOc1ccc(NS(=O)(=O)c2cccs2)cc1S(=O)(=O)N1CCCC1	5	5
CCOC(=O)/C(C#N)=N/Nc1ccccc1C(=O)O	16	-12
C[C@@H](C(=O)NCCc1c[nH]c2ccccc12)[C@H]1C[C@]1(C)[C@H](NC(=O)OCc1ccccc1)c1ccccc1	13	-2
COc1ccc(OCC(=O)NC2CCSc3ccccc32)cc1 (configuration not stated)	-22	8
CCC(=O)N1CCCC(C)(C(=O)Nc2ccc(C)c(C)c2)C1 (configuration not stated)	-11	-3
Cc1cccc(CC(=O)Nc2sc(C(C)C)cc2C(=O)N2CCOCC2)c1	-12	13

Further structures follow.
canonical_smiles	H9c2 TAG inh	H9c2 TAG inh DAPI viability
CCOC(=O)C1=C(C)N=c2s/c(=C\c3ccc(C(=O)O)cc3)c(=O)n2C1c1ccc(OC)cc1OC (configuration not stated)	7	5
COc1ccc(O)c(C(=O)c2cnn(C(=O)c3cccc(S(=O)(=O)N(C)C)c3)c2)c1	1	7
CC(Oc1ccccc1)C(=O)N1CCC2(CC1)CC(=O)c1ccccc1O2 (configuration not stated)	-6	2
Cc1ccc(S(=O)(=O)N2CCC(=O)N(CCOCc3ccc(C(F)(F)F)cc3)CC2)cc1	-30	3
CCN1c2ccc(S(=O)(=O)N3CCOCC3)cc2N(Cc2ccc(OC)cc2)C1C (configuration not stated)	-23	12
COc1cccc(CNC(=O)C2CCN(Cc3cnn(-c4ccccc4)c3-n3cccc3)CC2)c1	-15	9
Cc1cnc(C(=O)NC2CCSc3ccccc32)cn1 (configuration not stated)	8	2
CC(OC(=O)Cc1n[nH]c(=O)c2ccccc12)C(=O)Nc1ccc(F)cc1Cl (configuration not stated)	-34	-2

2 entries from above, with values under each structure:
Value order: H9c2 TAG inh	H9c2 TAG inh DAPI viability
COc1cccc(CNC(=O)C2CCN(Cc3cnn(-c4ccccc4)c3-n3cccc3)CC2)c1
→ -15	9
Cc1cnc(C(=O)NC2CCSc3ccccc32)cn1 (configuration not stated)
→ 8	2

Next section.
canonical_smiles	H9c2 TAG inh	H9c2 TAG inh DAPI viability
COCCN(C(=O)COC(=O)Cc1ccc(Cl)cc1Cl)c1c(N)n(Cc2ccccc2)c(=O)[nH]c1=O	-5	-3
CN1CCN(c2ccc(CNC(=O)C3(C)Cc4c(-c5ccccc5)ccnc4O3)cc2)CC1 (configuration not stated)	3	20
Cc1ccc(NC(=O)COC(=O)/C=C/c2ccc(Br)o2)cc1S(=O)(=O)N(C)C	1	16
CC(=O)c1cc(NC(=O)c2cccc(C(F)(F)F)c2)c(=O)oc1/C=C/N(C)C	-29	5
Cc1cc(OCC(=O)N2CCc3ccccc3C2)c(C)cc1Br	-7	-3
COc1ccc(C2CC(=O)Nc3sc(=N)c4c(N)c(C#N)c(N)nc4c32)cc1OC (configuration not stated)	-10	9
COc1ccc(C2CC(C(F)(F)F)n3nc(C(=O)N(C)Cc4cn(C)nc4C)c(Cl)c3N2)cc1 (configuration not stated)	3	-3
O=C(OCc1nnc(-c2ccccc2)o1)c1ccccc1	13	-5

Later entries
canonical_smiles	H9c2 TAG inh	H9c2 TAG inh DAPI viability
Fc1ccc(Br)cc1/C=N/N1CCN(c2ccccc2)CC1	-11	2
NC(=O)Cc1ccc(C(=O)CSc2nnc(-c3ccncc3)n2C2CC2)s1	-5	1
O=C(CSC1CC(=O)N(c2ccc(C(=O)O)cc2)C1=O)Nc1ccc2ccccc2c1 (configuration not stated)	4	-5
Cc1cc(NC(=O)C(=O)c2cn(C)c3ccccc23)no1	3	-5
Cc1nc2cc(NC(=O)c3ccco3)ccc2n1C	-9	4
O=C(Nc1cccc2ncccc12)C12CC3CC(CC(C3)C1)C2	-5	0
CCN(CC)S(=O)(=O)c1ccc(OC)c(NC(=O)CSc2ccccc2)c1	-3	-8
Cn1cccc1CC(=O)N/N=C/c1cc([N+](=O)[O-])ccc1Cl	2	-8
CC(=O)Oc1ccc2oc3c(c2c1)C(=O)CCC3	1	1
